CASP6 VEID inh – caspase-6 (human) enzyme inhibition | 350,000 compounds, 0.53% hits | inhibition, % at 12.5 µM | AID 686996 | purified caspase-6, Z-VEID-R110 cleavage fluorescence;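 active means mean inhibition across replicates at least about 35%, with every replicate also reaching that limit, limit read from the data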;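 further: 0% = median of neutral control wells and 100% = no fluorescence left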
Target sequence (P55212 24-179 limits assumed): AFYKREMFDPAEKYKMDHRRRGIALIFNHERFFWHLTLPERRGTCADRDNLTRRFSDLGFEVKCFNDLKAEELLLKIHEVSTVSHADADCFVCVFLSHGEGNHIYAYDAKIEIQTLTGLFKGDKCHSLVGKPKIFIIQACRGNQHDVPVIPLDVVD
Target sequence (P55212 194-293 limits assumed): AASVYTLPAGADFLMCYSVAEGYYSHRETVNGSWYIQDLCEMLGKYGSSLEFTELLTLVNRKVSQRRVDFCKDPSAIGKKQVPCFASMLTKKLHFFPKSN
FN deposit inh – fibronectin deposition inhibition; AH1F fibroblasts, Alexa488-fibronectin deposition fluorescence, overnight; inhibition, % at 12.6 µM; 350,000 compounds, 0.086% hits; AID 743247;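 active means mean inhibition across replicates of 30% or more, regardless of how many single replicates reach that level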;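 further: positive control wells lacked labelled fibronectin entirely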
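test system = AH1F fibroblasts assembling fluorescent fibronectin matrix | quantity = 10000 AH1F cells per well | buffer or medium = DMEM plus 2% serum, read in PBS | doses = single dose, pinned | incubation = 1 h cell attachment, overnight exposure to compound and label | detection = fluorescence at 485 nm excitation, 525 nm emission | read-out basis = inhibition from reduced deposited-fibronectin fluorescence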
LGR2 antag – blocks bursicon-induced cAMP signaling via Drosophila LGR2; HEK293 LGR2, CRE-luciferase, bursicon-stimulated, 4 h; inhibition, % at 9.99 µM; 380,000 compounds, 0.35% hits; AID 720647;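 active means drop in luminescence signal, shown as inhibition above about 50% in the replicate tests, limit read from the data, passing the limit was not always enough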;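 further: agonist challenge used bursicon conditioned medium at about half maximal strength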
esBAF inh – inhibitors of esBAF chromatin remodeling in mouse ES cells; 350,000 compounds, 2% hits; reporter increase, % at 12.5 µM; AID 602393; Bmi1-luciferase knock-in reporter, 24 h; 100% = twice the neutral-well signal; in the data active means activation above about 40%;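 further: 0% = median of the plate's neutral control wells and 100% = double that signal; a rise in the Bmi1 reporter signal indicates esBAF inhibition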
SIRT5 inh – sirtuin-5 (human) deacylase inhibition; Q9NXA8; Purified SirT5, succinyl-peptide AMC, trypsin-coupled fluorescence; inhibition, % at 15 µM; 330,000 compounds, 1.1% hits; AID 652115; in the data active means inhibition above about 15%
Target sequence (Q9NXA8 whole entry, looked up): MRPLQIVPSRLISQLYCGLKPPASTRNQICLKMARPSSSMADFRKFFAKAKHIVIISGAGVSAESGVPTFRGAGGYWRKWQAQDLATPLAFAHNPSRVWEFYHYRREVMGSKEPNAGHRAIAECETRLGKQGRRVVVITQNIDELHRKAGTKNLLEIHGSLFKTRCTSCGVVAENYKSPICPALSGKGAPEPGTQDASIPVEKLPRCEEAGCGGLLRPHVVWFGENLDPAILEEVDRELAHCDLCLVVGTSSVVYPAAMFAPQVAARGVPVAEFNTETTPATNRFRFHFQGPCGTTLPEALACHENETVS
S100A4 MyoIIA – blocks human S100A4 binding to myosin IIA peptide; inhibition, % at 10.7 µM; AID 652163; 360,000 compounds, 0.14% hits; S100A4/TAMRA-MyoIIA peptide fluorescence polarization;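 active means mean inhibition of at least 70% across replicates, with every replicate also reaching that level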
Target sequence (P26447 whole entry, looked up): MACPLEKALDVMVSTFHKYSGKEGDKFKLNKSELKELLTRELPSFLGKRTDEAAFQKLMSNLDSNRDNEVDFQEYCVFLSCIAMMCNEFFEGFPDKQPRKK
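Material: S100A4 monomer (human). Medium: Calcium-containing HEPES buffer, pH 7.2. Probe or stimulus: labelled myosin peptide probe, 5 nM. Compound dosing: one concentration per compound. Timing: polarization read 5 min after assay mix addition, stable 5–60 min. Benchmarks: DMSO as neutral control, TFP as positive control.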
C2C12 statin – protects C2C12 myotubes from simvastatin toxicity; ATP luminescence, 48 h; scaled: DMSO 0, geranylgeraniol control 100; rescue of ATP level, % at 7.49 µM; 330,000 compounds, 0.78% hits;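 active means mean ATP rescue above about 67%, or every replicate alone reaching that limit, limit read from the data, passing the limit was not always enough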;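 further: myotubes were challenged with 10 µM simvastatin during compound exposure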
* = called active by the depositor; . = not tested or not shown. An excerpt; the hit share may differ from the screen's.

SMILES | CASP6 VEID inh | FN deposit inh | LGR2 antag | esBAF inh | SIRT5 inh | S100A4 MyoIIA | C2C12 statin
Cc1cc(NS(=O)(=O)c2ccc(NC(=O)COc3ccccc3Cl)cc2)no1 | . | 6.9 | . | -14.9 | . | . | -11.4
COc1cccc(NC(=O)C[C@@H]2CC[C@@H]3[C@H](COc4ccc(NC(C)=O)cc4C(=O)N3C)O2)c1 | -2.4 | -1.8 | 1.8 | 3.0 | 1.6 | -0.1 | -2.2
COc1cccc(C#Cc2ccc([C@@H]3[C@@H](CO)N4C(=O)CN(S(=O)(=O)c5ccccc5C)C[C@@H]34)cc2)c1 | -0.4 | . | 16.2 | . | -5.2 | 2.5 | .
COc1ccc(S(=O)(=O)N2CCC(C(=O)N[C@@H](C)C(=O)N3CCCC3)CC2)cc1 | -0.9 | -5.0 | -2.9 | 3.2 | -2.8 | -23.3 | 9.2
Cc1ccc(Cl)cc1N1CCN(C(=O)c2cccc3c(=O)c(C)c(-c4ccccc4)oc23)CC1 | -0.6 | 0.8 | -6.4 | . | 0.6 | -3.9 | .
COc1ccc(C(CNC(=O)C(C)c2ccc3cc(OC)ccc3c2)N(C)C)cc1 (configuration not stated) | -4.3 | 10.5 | 4.3 | -1.8 | -2.7 | -4.7 | -5.8
Cc1ccc(NC(=O)CS(=O)CC(=O)N(c2ccccc2)C(C)C(=O)NC2CCCC2)cc1 (configuration not stated) | 1.5 | . | -8.7 | -1.8 | -2.3 | -0.5 | -2.6
CNC[C@@H]1Oc2ncc(-c3cc4ccccc4o3)cc2C(=O)N([C@H](C)CO)C[C@@H]1C | 0.3 | . | 7.1 | 4.3 | -8.1 | -3.1 | 6.8
CN1CCN(c2ccc(CNC(=O)C3(C)Cc4c(-c5ccccc5)ccnc4O3)cc2)CC1 (configuration not stated) | 1.4 | -5.2 | 6.8 | -8.8 | . | 5.2 | 0.8
CSCCC(NC(=O)c1ccccc1Br)C(=O)NCC(C)(C)N1CCOCC1 (configuration not stated) | -2.5 | 1.7 | -10.2 | -5.8 | -2.5 | -1.6 | 1.1
COC(=O)c1ccc2c(c1)c(C#Cc1ccccc1)c(-c1ccccc1)n2C | -3.6 | . | -53.4 | 47.2* | -6.9 | -3.1 | 3.6
C[C@@H]1CN([C@H](C)CO)C(=O)Cc2cc(NS(=O)(=O)c3cccs3)ccc2O[C@@H]1CN(C)C(=O)Nc1ccc(C(F)(F)F)cc1 | 3.7 | . | 4.1 | -2.0 | 3.7 | 6.8 | 9.2
CCCCn1c(SCC(=O)NCc2ccco2)nc2cc(S(N)(=O)=O)ccc21 | . | . | 15.4 | -2.9 | . | . | 7.6
COc1ccc(C(=O)NNC(=O)c2snnc2C)cc1 | 0.1 | 5.9 | 1.4 | 37.9 | -1.9 | -3.2 | 8.9
Cc1cc(NC(=O)CSc2n[nH]c(-c3ccccc3Br)n2)no1 | -2.2 | 5.6 | -13.5 | -5.2 | . | 17.2 | -1.4
O=C(/C=C/c1ccccc1)c1ccc2c(c1)OCO2 | -1.4 | -1.8 | -69.5 | 21.2 | -0.5 | -2.4 | 0.9
C[C@@H]1CN([C@@H](C)CO)C(=O)c2cc(NS(=O)(=O)c3cccs3)ccc2O[C@H]1CN(C)S(=O)(=O)c1cccs1 | . | . | 12.5 | -3.9 | . | . | 30.2
O=C(c1ccc(NS(=O)(=O)c2cccs2)cc1)N1CCOCC1 | -1.7 | 2.1 | -7.2 | 1.0 | -1.0 | 0.3 | -2.5
CC(C)(C)OC(=O)N1CCN(C(=O)c2[nH]cnc2C(=O)NCc2ccccc2)CC1 | -1.0 | 2.8 | -1.7 | 6.9 | . | 2.6 | -12.8
CCCC(=O)Nc1ccc2c(c1)OC[C@@H](C)N(CCC(F)(F)F)C[C@H](C)[C@H](OC)CN(C)C2=O | 0.3 | -14.5 | -9.3 | 5.0 | 4.2 | -0.9 | 10.7
Nc1ncnc(Nc2c(F)cccc2F)n1 | 2.0 | 2.0 | . | . | -4.3 | -2.1 | .
C/C=C/c1ccc([C@@H]2[C@H](CO)N(S(C)(=O)=O)[C@H]2CN(CC)C(C)=O)cc1 | -0.3 | . | -5.8 | 4.9 | 0.0 | 4.1 | 15.9
NC(=O)C1CCCN(C(=O)c2ccc(-c3cccc(Cl)c3Cl)o2)C1 (configuration not stated) | 24.7 | -2.6 | -106.1 | 74.5* | 6.5 | -4.8 | -7.9
COc1ccc(Cn2c(=O)c3[nH]cnc3n(-c3ccc(C)cc3)c2=O)cc1 | 2.3 | 6.6 | -7.8 | 1.7 | -2.3 | -2.3 | 1.9

Remaining list, next part.
mol	CASP6 VEID inh	FN deposit inh	LGR2 antag	esBAF inh	SIRT5 inh	S100A4 MyoIIA	C2C12 statin
CC(C)C[C@@H](CSc1ccc(Br)cc1)N1CCN(CCc2ccccc2)CCC1=O	2.9	-12.4	19.2	2.1	1.8	-0.6	-21.5
COc1ccccc1C(O)(C(=O)NN(C)c1ccccc1)c1ccccc1OC	-2.0	3.8	.	.	4.6	3.5	.
Cc1ccc(NC(=O)c2nc[nH]c2C(=O)NCc2ccccc2)cc1	-2.5	0.8	-3.8	5.3	-1.1	-2.1	-6.4
Cc1ccc(-c2noc(Cn3cc(S(=O)(=O)N4CCCC4)ccc3=O)n2)cc1	2.8	-4.2	-32.2	26.6	3.6	-4.4	9.8
OC(COc1ccc(Br)cc1)CN1CCCC1 (configuration not stated)	-1.3	-5.8	-5.9	-6.2	-1.4	-0.6	-11.6
C[C@@H]1CN([C@@H](C)CO)C(=O)Cc2cc(NS(=O)(=O)c3cccs3)ccc2O[C@H]1CN(C)S(=O)(=O)c1ccc(Cl)cc1	-1.3	.	-6.1	4.4	-5.9	7.9	-2.4
COc1ccc(NC(=O)N(C)C[C@H]2OCCCC[C@H](C)Oc3ccc(NC(=O)CCC(F)(F)F)cc3C(=O)N([C@H](C)CO)C[C@@H]2C)cc1	-0.7	.	2.0	-0.5	0.2	0.4	31.0
Cn1c(=O)oc2ccc(C(=O)CSc3nnnn3-c3ccccc3)cc21	.	-5.9	.	1.7	.	.	7.9
COc1ccc(NC(=O)COC(=O)C2CCN(S(=O)(=O)c3cccs3)CC2)cc1	0.0	5.3	-3.0	0.8	-3.6	-1.9	3.7
COc1ccccc1CNc1ncnc2cc(OC)c(OC)cc12	-1.8	-2.7	20.7	.	-2.3	2.1	.
COc1ccc(NC(=O)Nc2ccc3c(c2)C(=O)N([C@@H](C)CO)C[C@@H](C)[C@@H](CN(C)Cc2ccc4c(c2)OCO4)OCCCC[C@H](C)O3)cc1	-2.5	.	8.2	3.8	0.6	-2.8	.
CC[C@H](C)[C@@H](C(=O)N1CCNCC1)n1cc([C@@H](N)Cc2ccc(O)cc2)nn1	-6.1	3.2	-5.1	-3.0	-0.9	3.4	10.1
CN1CCN(c2ccc(S(=O)(=O)N3CCOCC3)cc2)CC1	-0.4	.	-16.5	8.1	3.4	-5.1	7.8
CO[C@@H]1CN(C)C(=O)c2ccc(NC(=O)C3CCC3)cc2OC[C@H](C)N(Cc2nccs2)C[C@H]1C	0.6	-9.0	11.9	4.6	1.4	-12.9	-8.3
COc1cc(NC(=O)CCS(=O)(=O)c2ccc3c(c2)oc(=O)n3C)cc(OC)c1	-0.1	8.9	8.0	-3.6	-2.4	6.9	-3.1
Cc1c(Nc2ccc(C=O)cc2)c(=O)n(-c2ccccc2)n1C	2.7	5.1	-20.7	-8.7	3.4	-3.1	0.0
COc1ccc(/C(C)=N/NC(=O)CNC(=O)c2cccnc2)cc1OC	-1.1	7.5	0.3	-0.3	-4.8	1.3	5.9
CC(C)CC(=O)NNC(=O)c1ccc(Cl)cc1	-1.0	.	1.6	.	-2.0	-3.0	.
CCCCCCn1nc(C(=O)OCC(=O)NC2CCS(=O)(=O)C2)c2ccccc2c1=O (configuration not stated)	0.4	.	-7.2	.	-2.8	2.8	.
COc1ccc(N(C(=O)c2ccco2)C(C(=O)NC2CCCC2)c2ccc(N(C)C)cc2)cc1OC (configuration not stated)	0.4	.	10.1	-1.5	-3.8	-5.4	3.9
CCOC(=O)Cc1csc(SCC(=O)NC2CCCC(C)C2C)n1 (configuration not stated)	1.8	-4.5	7.2	.	-1.7	8.3	.
C[C@@H]1CCCCO[C@H](CN(C)CC2CC2)[C@H](C)CN([C@H](C)CO)C(=O)c2cc(NS(=O)(=O)c3ccc(F)cc3)ccc2O1	2.4	.	-22.9	.	1.0	7.4	.
CCOC(=O)N1CCC(N2CCCC(C(=O)c3cccc(OC)c3)C2)CC1 (configuration not stated)	-1.7	-6.1	-4.1	0.2	-4.3	-4.3	-0.4
Cc1cc(C)c2sc(N(CCCN(C)C)C(=O)c3ccc(S(=O)(=O)N4CCCc5ccccc54)cc3)nc2c1	-19.1	.	7.5	-6.7	-0.9	-1.6	-35.9
CON(Cc1ccccc1)S(=O)(=O)c1ccccc1Br	2.7	5.8	-19.2	.	0.0	1.3	.
CCCc1nnc(NC(=O)CC(C)c2ccccc2)s1 (configuration not stated)	0.5	-1.3	-2.8	4.9	-0.9	0.7	-9.7
O=C(CSc1ccc2nnc(-c3ccccn3)n2n1)NCc1ccc2c(c1)OCO2	2.2	-14.6	18.5	-8.1	1.4	-10.6	7.6
COc1ccc(C(=O)c2c[nH]c(C(=O)NCCCN3CCOCC3)c2)cc1	-0.5	3.4	-3.3	.	-6.4	-1.0	.
CC(C)OC(=O)CC1C(=O)NCCN1C(=S)NC(=O)c1cccs1 (configuration not stated)	-1.8	-8.0	7.3	1.9	-2.2	-1.0	.
CC(=O)N1[C@H](CNC(=O)C2CC2)[C@@H](c2ccc(-c3cccc(F)c3)cc2)[C@@H]1CO	0.1	-12.0	-12.9	-8.4	-1.8	-12.8	-1.0
O=C(NCC(c1ccco1)N1CCCCC1)C(c1ccccc1)c1ccccc1 (configuration not stated)	6.5	-2.9	-5.4	-6.3	-0.5	-2.3	-1.3
CN(C)c1nc(Nn2cnnc2)nc(N(C)C)n1	2.6	3.2	-0.1	-1.4	2.4	1.2	-0.1
NC(=O)NC(c1ccccc1)c1cccc2ccccc12 (configuration not stated)	2.0	.	-0.4	0.6	-3.1	-18.9	64.4
CNC[C@@H]1Oc2ccc(NS(=O)(=O)c3cccs3)cc2C(=O)N([C@@H](C)CO)C[C@H]1C	-4.3	-0.2	-2.1	-0.6	4.2	-5.6	-21.2
Cc1ccc(NC(=O)C(=O)NCCCN2CCCC2=O)cc1	-0.7	-1.2	-9.3	.	-3.5	1.5	.
COc1cccc(C(=O)NNC(=O)c2cccc(F)c2)c1	-1.0	2.2	-13.2	46.1*	-4.7	35.4	-6.9

Compound profiles, as listed above. Order of screens: CASP6 VEID inh, FN deposit inh, LGR2 antag, esBAF inh, SIRT5 inh, S100A4 MyoIIA, C2C12 statin
`COc1cccc(C(=O)NNC(=O)c2cccc(F)c2)c1` as listed: -1.0, 2.2, -13.2, 46.1*, -4.7, 35.4, -6.9
`NC(=O)NC(c1ccccc1)c1cccc2ccccc12` (configuration not stated) as listed: 2.0, ., -0.4, 0.6, -3.1, -18.9, 64.4
`CNC[C@@H]1Oc2ccc(NS(=O)(=O)c3cccs3)cc2C(=O)N([C@@H](C)CO)C[C@H]1C` as listed: -4.3, -0.2, -2.1, -0.6, 4.2, -5.6, -21.2
`Cc1ccc(NC(=O)C(=O)NCCCN2CCCC2=O)cc1` as listed: -0.7, -1.2, -9.3, ., -3.5, 1.5, .

Compound activity as filed in PubChem BioAssay.
